GSTO1 counter = inhibitors of recombinant GSTO1, primary screen, counter-screen for RBBP9 inhibitor project, biochemical, fluorescence polarization; Glutathione S-transferase omega-1 (Homo sapiens), P78417; activity-based probe fluorescence polarization; inhibition, % at 5.96 µM; 300,000 tested, 1.1% active;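 active = inhibition above the campaign mean inhibition plus 3 SD, cut at about 35% in these data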;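 also: 0% = GSTO1-1 with DMSO and 100% = wells lacking GSTO1-1 enzyme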
Target sequence (P78417 whole entry, looked up): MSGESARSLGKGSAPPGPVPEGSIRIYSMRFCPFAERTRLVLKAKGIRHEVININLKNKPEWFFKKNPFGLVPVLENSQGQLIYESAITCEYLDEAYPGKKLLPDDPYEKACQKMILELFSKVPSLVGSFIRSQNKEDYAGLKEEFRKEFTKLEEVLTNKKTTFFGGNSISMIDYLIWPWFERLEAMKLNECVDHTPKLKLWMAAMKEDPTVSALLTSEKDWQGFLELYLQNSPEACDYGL
pPAFAH FP inh = pPAFAH enzyme inhibitors, primary screen, biochemical, fluorescence polarization, human; 330,000 tested, 1.5% active; Platelet-activating factor acetylhydrolase (Homo sapiens), Q13093; AID 463082, 2010; inhibition, % at 3.39 µM; recombinant pPAFAH, FP-rhodamine probe fluorescence polarization;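 active = inhibition above the mean inhibition across the screen plus 3 SD, cut at about 25% in these data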;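 also: inhibitors block binding of the rhodamine activity-based probe so polarization drops; 0% = enzyme with DMSO and 100% = wells lacking pPAFAH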
PAFAH1B3 inh = PAFAH1B3 enzyme inhibitors, primary screen, biochemical, fluorescence polarization, human | inhibition, % at 3.39 µM | Platelet-activating factor acetylhydrolase IB subunit alpha1 (Homo sapiens), Q15102 | 340,000 tested, 0.28% active | recombinant PAFAH1B3, FP-rhodamine probe;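 active = inhibition above the screen-wide average of all tested compounds plus 3 SD, cut at about 25% in these data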;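 also: 0% = enzyme with DMSO only and 100% = wells lacking PAFAH1B3 protein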
Target sequence (Q15102 whole entry, looked up): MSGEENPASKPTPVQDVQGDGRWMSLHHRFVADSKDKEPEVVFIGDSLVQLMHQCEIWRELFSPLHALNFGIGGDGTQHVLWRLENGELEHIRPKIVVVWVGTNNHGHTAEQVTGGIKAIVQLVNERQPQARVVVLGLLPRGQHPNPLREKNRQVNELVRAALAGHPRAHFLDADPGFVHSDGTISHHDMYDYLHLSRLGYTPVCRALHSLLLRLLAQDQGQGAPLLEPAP
PME-1 primary = PME-1 inhibitors via competitive probe labeling, primary screen, biochemical, fluorescence polarization, FP-Rh probe, HTS. Protein phosphatase methylesterase 1 (Homo sapiens), Q9Y570. recombinant PME-1. inhibition, % at 5.9 µM. 320,000 tested, 0.53% active. AID 2130, 2009;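 active = inhibition above the campaign mean of all compounds plus 3 SD, cut at about 26% in these data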;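 also: competitive labeling of PME-1 active site by serine hydrolase directed probe; 0% = PME-1 with DMSO and 100% = wells lacking PME-1 enzyme; inhibitors block probe labeling so polarization falls and inhibition rises; many of its hits are not listed in these tables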
PAD4 FP inh = human PAD4 inhibitors, primary screen, biochemical, fluorescence polarization, 1536-well format; Protein-arginine deiminase type-4 (Homo sapiens), Q9UM07; recombinant PAD4, RCA probe fluorescence polarization; inhibition, % at 6.36 µM; 330,000 tested, 0.41% active; AID 485272, 2010;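 active = percent inhibition above a cutoff equal to the mean of all tested compounds plus 3 SD, cut at about 15% in these data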;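 also: 0% = PAD4 with RCA probe and DMSO and 100% = probe without PAD4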
PAFAH1B2 FP inh = PAFAH1B2 enzyme inhibitors, primary screen, biochemical, fluorescence polarization, human; inhibition, % at 3.39 µM; 340,000 tested, 1.2% active; recombinant PAFAH1B2, FP-rhodamine activity probe;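 active = inhibition above the mean of all tested compounds plus 3 SD, cut at about 24% in these data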;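 also: 0% = enzyme with DMSO and 100% = wells lacking PAFAH1B2; many of its hits are not listed in these tables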
Target sequence (P68402 whole entry, looked up): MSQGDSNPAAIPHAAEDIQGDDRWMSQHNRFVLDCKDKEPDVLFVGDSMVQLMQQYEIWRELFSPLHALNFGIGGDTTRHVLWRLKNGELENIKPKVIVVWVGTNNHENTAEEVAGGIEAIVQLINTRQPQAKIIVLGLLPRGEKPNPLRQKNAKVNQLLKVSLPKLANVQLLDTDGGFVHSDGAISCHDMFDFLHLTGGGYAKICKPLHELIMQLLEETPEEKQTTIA
PAFAH2 FP inh = PAFAH2 enzyme inhibitors, primary screen, biochemical, fluorescence polarization, human. Platelet-activating factor acetylhydrolase 2, cytoplasmic (Homo sapiens), Q99487. recombinant PAFAH2, FP-rhodamine activity probe. inhibition, % at 3.39 µM. 340,000 tested, 0.99% active. AID 492956, 2010;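 active = inhibition above the mean over all tested compounds plus 3 SD, cut at about 30% in these data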;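 also: inhibitors block probe labeling of enzyme so polarization drops; 0% = enzyme with DMSO and 100% = wells lacking PAFAH2 protein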
Fam108B inh = mouse Fam108B serine hydrolase inhibitors, primary screen, counter-screen for RBBP9 inhibitor project, biochemical, fluorescence polarization. inhibition, % at 9.51 µM. 300,000 tested, 0.33% active. recombinant Fam108B, FP-Rh probe fluorescence polarization;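 active = inhibition above the screen mean inhibition plus 3 SD, computed separately per campaign, cut at about 18% in these data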;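 also: inhibitors lower polarization as less probe binds the enzyme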
LYPLA1 counter = LYPLA1 inhibitors, primary screen, counter-screen for PME1 inhibitor project, biochemical, fluorescence polarization, FP-Rh probe ABPP. Acyl-protein thioesterase 1 (Homo sapiens), O75608. recombinant LYPLA1. inhibition, % at 5.9 µM. 320,000 tested, 0.16% active. AID 2174, 2009;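 active = inhibition above the mean of all tested compounds plus 3 SD, set per campaign, cut at about 14% in these data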;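 also: inhibitors block serine hydrolase probe labeling of LYPLA1 so polarization falls; 0% = enzyme with DMSO and 100% = wells lacking LYPLA1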
Target sequence (O75608 whole entry, looked up): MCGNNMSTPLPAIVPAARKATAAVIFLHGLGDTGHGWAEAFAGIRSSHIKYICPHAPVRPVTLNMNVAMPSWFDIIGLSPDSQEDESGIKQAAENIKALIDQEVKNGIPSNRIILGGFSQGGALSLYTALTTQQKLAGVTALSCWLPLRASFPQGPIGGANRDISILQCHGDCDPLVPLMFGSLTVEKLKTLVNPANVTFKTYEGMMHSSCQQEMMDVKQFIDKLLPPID
Active calls of the source: *; . = not tested or not shown. Only part of the results is shown; rates above refer to the full screens.

SMILES	PAFAH1B2 FP inh	LYPLA1 counter	PAD4 FP inh	GSTO1 counter	PME-1 primary	pPAFAH FP inh	PAFAH1B3 inh	PAFAH2 FP inh	Fam108B inh
O=C(CN1CC(c2ccccc2)CC1=O)N/N=C/c1cc(Br)ccc1O (centres undefined)	4	-6	2	2	1	3	8	10	1
CSc1ccccc1N1CCN(C(=O)Nc2ccc3c(c2)NC(=O)CO3)CC1	2	4	5	0	8	10	6	-2	2
CC(C)Sc1nc2ncnc(N)c2[nH]1	2	1	-2	4	2	2	1	8	0
Cc1sc2nc(SCC(=O)NCCCO)n(-c3ccccc3)c(=O)c2c1C	-1	2	-5	11	-1	3	-4	-2	-1
Cc1ccc(S(=O)(=O)c2cc3c(=O)n4ccccc4nc3n(C)c2=N)cc1C	3	-4	-3	3	-5	6	6	5	-2
Cc1ccc(S(=O)(=O)NN2C(=O)c3ccccc3NC2c2ccccc2O)cc1 (centres undefined)	.	-6	0	-4	-9	-1	.	.	2
Cc1cc(C(=O)NN)n[nH]1	4	0	4	4	-7	-8	7	0	0
COc1ccccc1NC(=O)CCCN1C(=O)C(c2ccccc2)Oc2cccnc21 (centres undefined)	1	1	-4	5	2	-1	7	3	9
CC(Sc1nc(N)cc(=O)[nH]1)C(=O)Nc1cccc(Cl)c1 (centres undefined)	3	-5	-2	3	-1	-4	-1	1	-4
COc1ccc(CC(=O)Nc2ccccc2NC(=O)c2ccco2)cc1OC	2	3	1	-2	1	-6	2	0	1
CCOc1ccc(-c2cc(CCCC(=O)Nc3cccc(OC)c3)no2)cc1	1	-10	4	0	-4	8	-10	2	0
CCn1c(-c2ccc(N)cc2)nc2ccccc21	-1	0	4	-7	2	1	5	6	1
C/C(=N\Nc1nc2ccccc2s1)c1cccs1	7	1	4	-5	32*	8	3	9	-1
C=CCC(=O)N1CCCC(CCC(=O)NCc2ccccc2F)C1 (centres undefined)	3	-2	-2	3	-9	-1	13	6	-2
CC1(C)CC(=O)C2=C(C1)Nc1ccccc1NC2c1ccccc1F (centres undefined)	12	2	2	2	-2	-2	1	-1	2
Cc1csc(=O)n1CC(=O)OC(C)C(=O)Nc1cccc(Cl)c1 (centres undefined)	5	0	3	7	4	3	8	4	2
COc1cccc(N2CCN(c3ccc4nnc(CCC(=O)Nc5cccc(C(C)=O)c5)n4n3)CC2)c1	5	-1	2	7	-2	8	-1	-1	1
COc1c(C)cccc1C(=O)Nc1cc(-c2nn3c(C)nnc3s2)ccc1C	2	4	1	4	4	-2	-3	-4	-4
CC(=O)c1ccc(N2CCc3ccccc3C2)c([N+](=O)[O-])c1	.	1	-4	-3	1	9	.	.	0
Cc1cccc(NC(=S)N2CCC(NC(=O)C3CCCCC3)CC2)c1	4	-3	2	15	-8	-4	-4	-13	-3
O=C(OCC(=O)N1CCN(C(=O)c2ccco2)CC1)c1ccccc1C(=O)c1ccccc1	-1	8	-3	2	1	6	9	4	3
Cc1ccc(NC(=O)c2cccc3ccccc23)cc1	3	0	4	-2	-7	1	-1	9	3
CC(C(=O)NC1CCCC1)N(C(=O)Cn1nnc(-c2ccc(F)cc2)n1)c1ccccc1F (centres undefined)	7	0	1	6	0	1	4	-2	2
CCOc1ccc(CN2CCN(CCCc3ccccc3)CC2CCO)cc1 (centres undefined)	-2	0	-3	-3	0	0	8	5	0
COc1ccccc1N1CC(C(=O)Nc2nnc(SCC(=O)N3CCCC3)s2)CC1=O (centres undefined)	-3	2	-5	-7	2	5	6	0	0
Cc1ccc(-c2onc3ccc(C(=O)O)cc23)cc1	4	0	-5	-4	-4	1	-2	5	-4
Cc1ccc(N2C(=O)N3[C@H](c4ccc(Cl)cc4)[C@@H]4C(=O)N(C5CCCCC5)C(=O)[C@@H]4[C@]3(Cc3ccccc3)C2=O)cc1	-4	-5	-7	3	-9	7	-7	-5	-9
CCN(Cc1ccncc1)C(=O)c1ccc(C)c(S(=O)(=O)N2CCCCC2)c1	5	.	-1	.	.	2	12	0	.
Cc1ccc(Nc2nc3nonc3[nH]c2=O)cc1	-2	-2	-1	-3	-3	3	7	-20	2
O=C(CSc1nnc(CNC(=O)c2c(F)cccc2F)o1)NCc1ccccc1Cl	-4	0	-3	7	1	-7	-2	4	0

Reformatted: entries from further up.
Second line of a record: PAFAH1B2 FP inh, LYPLA1 counter, PAD4 FP inh, GSTO1 counter, PME-1 primary, pPAFAH FP inh, PAFAH1B3 inh, PAFAH2 FP inh, Fam108B inh
Cc1csc(=O)n1CC(=O)OC(C)C(=O)Nc1cccc(Cl)c1 (centres undefined)
    5, 0, 3, 7, 4, 3, 8, 4, 2
COc1c(C)cccc1C(=O)Nc1cc(-c2nn3c(C)nnc3s2)ccc1C
    2, 4, 1, 4, 4, -2, -3, -4, -4

Next records.
SMILES	PAFAH1B2 FP inh	LYPLA1 counter	PAD4 FP inh	GSTO1 counter	PME-1 primary	pPAFAH FP inh	PAFAH1B3 inh	PAFAH2 FP inh	Fam108B inh
O=S(=O)(NC1CC2CCC1C2)c1ccc(Br)s1 (centres undefined)	0	-1	-2	3	10	12	1	0	0
CC(C)(C)NC(=O)C(c1ccc(F)cc1)N(CCc1ccccc1)C(=O)c1ccn[nH]1 (centres undefined)	4	1	7	-9	3	0	6	0	0
O=C(Cc1ccccc1)NN1C(=O)/C(=C/c2ccc(C(=O)O)cc2)SC1=S	8	-2	-9	10	0	2	9	6	-1
CCOc1ccc(S(=O)(=O)Nc2cccc(C(=O)NCC3(N4CCCCC4)CCCCC3)c2)cc1	4	-1	3	3	2	7	6	3	0
COc1ccc(N2C(=O)CC(SCCc3nc4ccccc4[nH]3)C2=O)cc1 (centres undefined)	6	1	6	-1	7	1	5	4	2
O=C(NCc1nc2ccccc2[nH]1)C1=C[C@@H](c2ccc(Br)cc2)C[C@@H](OCCCCO)O1	-1	-4	1	6	0	-4	5	-5	7
CCc1ccc(-c2nc(SCC(=O)N(CC)C3CCS(=O)(=O)C3)n[nH]2)cc1 (centres undefined)	6	0	-2	5	3	-2	2	-5	5
Cc1[nH]c2ccccc2c1/C=N/Nc1nc(Nc2ccccc2)nc(N2CCOCC2)n1	11	-9	3	-4	39*	17	21	-16	12
O=C(CNC(=O)c1cccs1)Nc1ccc(N2CCOCC2)cc1	2	2	3	.	-5	0	5	5	.
CC(C)N(C(=O)CN1C(=O)NC(c2ccccc2)(c2ccccc2)C1=O)C(C)C	4	-4	1	-2	6	6	1	-9	-1
CC(C)N(CC#CCC(O)(c1ccccc1)C1CCCC1)CCO (centres undefined)	4	4	3	32	9	7	6	-13	0
CCn1nc(C(=O)OCC(=O)NC(C)C)c2ccccc2c1=O	-6	-2	-4	-1	-4	0	3	-7	2
CCOc1ccccc1C(=O)N/N=C/c1cccc2cccnc12	-5	0	12	-3	2	-3	4	6	-4
CCCCC(=O)N/N=C/c1ccc(-c2ccc([N+](=O)[O-])cc2)o1	3	4	2	-5	4	8	-2	8	0
C[C@H]1[C@H](C)CC[C@]2(C(=O)O)CC[C@]3(C)C(=CC[C@@H]4[C@@]5(C)C[C@@H](O)[C@H](O)C(C)(C)[C@@H]5CC[C@]43C)[C@H]12	-8	-3	-4	-5	-5	-10	8	0	-1
COc1ccc(S(=O)(=O)N(C)CC(=O)NCCCn2ccnc2)cc1Cl	3	0	-3	4	-7	1	12	3	8
COC(=O)/C=C1/SC(=NC(=O)c2ccc(OC)cc2)NC1=O	2	-2	-2	5	8	-4	7	-5	0
O=C(Oc1cccc(Oc2ccccc2)c1)N1CCOCC1	5	0	2	-3	4	25*	6	5	4
CCC1=Nc2cc(C(=O)NCCN3CCCC3)ccc2Sc2ccccc21	2	5	-1	-8	7	-1	5	13	-5
O=C(Nc1ccc(Nc2ccccc2)cc1)c1ccc(Cl)c([N+](=O)[O-])c1	-2	-15	-1	-8	11	15	10	-2	16
COc1ccccc1C(=O)OCC(=O)Nc1ccc(OC(F)F)cc1	-2	1	-4	-10	5	28*	-6	48*	-2
Cc1ncc(/C=C2\C(=O)Nc3ccccc32)[nH]1	.	-1	2	6	3	12	.	.	-1
O=C(NNC(=O)c1ccc(Br)s1)c1cccc(Cl)c1	5	0	0	.	1	3	3	-1	.
O=C(O)CSc1nnc(-c2ccncc2)n1Cc1ccccc1	-1	-2	4	9	0	-3	-5	-5	1
CS(=O)(=O)c1ccccc1-c1nc(-c2cc(C(F)(F)F)cc(C(F)(F)F)c2)no1	4	-2	-1	2	-3	2	-1	-8	-4

An excerpt from above in order of formula weight, high to low.
SMILES	PAFAH1B2 FP inh	LYPLA1 counter	PAD4 FP inh	GSTO1 counter	PME-1 primary	pPAFAH FP inh	PAFAH1B3 inh	PAFAH2 FP inh	Fam108B inh
CC(C)(C)NC(=O)C(c1ccc(F)cc1)N(CCc1ccccc1)C(=O)c1ccn[nH]1 (centres undefined)	4	1	7	-9	3	0	6	0	0
Cc1ccc(S(=O)(=O)NN2C(=O)c3ccccc3NC2c2ccccc2O)cc1 (centres undefined)	.	-6	0	-4	-9	-1	.	.	2
COc1ccc(S(=O)(=O)N(C)CC(=O)NCCCn2ccnc2)cc1Cl	3	0	-3	4	-7	1	12	3	8
O=C(Cc1ccccc1)NN1C(=O)/C(=C/c2ccc(C(=O)O)cc2)SC1=S	8	-2	-9	10	0	2	9	6	-1
CC(C)N(C(=O)CN1C(=O)NC(c2ccccc2)(c2ccccc2)C1=O)C(C)C	4	-4	1	-2	6	6	1	-9	-1
O=C(Nc1ccc(Nc2ccccc2)cc1)c1ccc(Cl)c([N+](=O)[O-])c1	-2	-15	-1	-8	11	15	10	-2	16
O=S(=O)(NC1CC2CCC1C2)c1ccc(Br)s1 (centres undefined)	0	-1	-2	3	10	12	1	0	0
COC(=O)/C=C1/SC(=NC(=O)c2ccc(OC)cc2)NC1=O	2	-2	-2	5	8	-4	7	-5	0
O=C(Oc1cccc(Oc2ccccc2)c1)N1CCOCC1	5	0	2	-3	4	25*	6	5	4
Cc1ccc(-c2onc3ccc(C(=O)O)cc23)cc1	4	0	-5	-4	-4	1	-2	5	-4
Cc1cc(C(=O)NN)n[nH]1	4	0	4	4	-7	-8	7	0	0

Screening data as filed in PubChem.
